Screens as filed in PubChem.
IDE cell inh: inhibitors of human insulin-degrading enzyme in cells; inhibition, % at 5.59 µM; P14735; hit rate 0.41% among 320,000; HEK cells, FAbetaB cleavage, fluorescence polarization;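 active = percent inhibition above the average of all tested compounds plus 3 SD, set per screening campaign, cut at about 16% in these data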;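 also: IDE supplied by intact live HEK cells; FP after avidin binding of uncleaved biotin substrate so inhibition keeps polarization high; 0% = DMSO wells and 100% = 60 µM reference IDE inhibitor Ii1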
M4 PAM: potentiates acetylcholine response at human M4 receptor; AID 624126; P08173; hit rate 0.4% among 360,000; activation, % at 3 µM; CHO-K1 hM4/Gqi5, Fluo-8 calcium fluorescence, ACh EC20; 0% = ACh EC20, 100% = maximal ACh;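 active = activation above its plate's cutoff, the mean activation of sample wells plus 3 SD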; also: some results filed as inactive read as strong as hits
Target sequence (P08173 whole entry, looked up): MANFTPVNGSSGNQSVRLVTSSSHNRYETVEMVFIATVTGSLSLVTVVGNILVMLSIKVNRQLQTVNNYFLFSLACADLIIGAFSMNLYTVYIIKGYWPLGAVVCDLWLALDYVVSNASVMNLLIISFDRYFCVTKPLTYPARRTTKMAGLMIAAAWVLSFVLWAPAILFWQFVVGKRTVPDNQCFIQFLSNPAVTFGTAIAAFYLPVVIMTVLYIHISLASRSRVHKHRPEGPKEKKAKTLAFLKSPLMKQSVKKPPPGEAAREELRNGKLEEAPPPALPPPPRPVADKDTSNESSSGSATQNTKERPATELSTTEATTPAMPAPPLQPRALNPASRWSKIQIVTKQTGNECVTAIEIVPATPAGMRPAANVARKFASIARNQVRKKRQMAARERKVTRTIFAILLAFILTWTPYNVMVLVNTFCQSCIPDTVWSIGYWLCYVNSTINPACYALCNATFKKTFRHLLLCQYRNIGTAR
CHRM5 antagonist: antagonists of human muscarinic M5 receptor (CHRM5). inhibition, % at 3 µM. hit rate 0.59% among 360,000. P08912. CHO-hM5 cells, Fluo-8 calcium fluorescence, ACh EC80. AID 624040;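 active = inhibition above a per-plate cutoff, the mean of that plate's test compounds plus 3 SD, cut at about 27% in these data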;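 also: 0% = acetylcholine EC80 with DMSO and 100% = DMSO without agonist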
Target sequence (P08912 whole entry, looked up): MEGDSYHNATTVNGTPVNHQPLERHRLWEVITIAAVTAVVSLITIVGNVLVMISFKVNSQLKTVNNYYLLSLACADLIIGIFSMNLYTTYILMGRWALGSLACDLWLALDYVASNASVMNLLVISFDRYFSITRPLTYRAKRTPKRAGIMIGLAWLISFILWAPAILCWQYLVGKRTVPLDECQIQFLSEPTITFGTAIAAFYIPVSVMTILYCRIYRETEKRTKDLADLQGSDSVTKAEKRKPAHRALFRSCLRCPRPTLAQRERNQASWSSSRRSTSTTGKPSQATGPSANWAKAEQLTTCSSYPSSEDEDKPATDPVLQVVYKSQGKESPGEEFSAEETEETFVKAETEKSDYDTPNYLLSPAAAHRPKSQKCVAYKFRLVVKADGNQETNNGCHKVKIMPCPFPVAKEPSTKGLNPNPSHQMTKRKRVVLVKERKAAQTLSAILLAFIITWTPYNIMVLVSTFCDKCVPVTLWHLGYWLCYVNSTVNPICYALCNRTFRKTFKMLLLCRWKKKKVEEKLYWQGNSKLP
CRFBP-R2 block: blocks CRF-induced signaling of the CRF-BP/CRF-R2 complex; hit rate 0.59% among 350,000; inhibition, % at 11.8 µM; HEK293 CRF-R2/CRF-BP, CRF-induced calcium fluorescence;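 active = inhibition of the ligand-induced calcium signal above about 50% at the single tested concentration, limit read from the data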
M5 PAM: CHRM5 positive allosteric modulation. activation, % at 3 µM. CHO-K1 hM5, Fluo-8 calcium, ACh EC20 PAM; 0% = ACh EC20, 100% = ACh EC100. P08912. hit rate 0.3% among 360,000;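 active = activation above the run cutoff, the mean activation of all test compounds plus 3 SD, cut at about 18% in these data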
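Replicates: One well per compound, no replicates | System: Human M5 receptor in CHO-K1 cells | Benchmarks: Low control EC20 acetylcholine (0%), high control EC100 acetylcholine (100%) | Probe or stimulus: Acetylcholine, EC20 level | Times: Fluo-8 loading 80 min at 37 °C plus 30 min room temperature | Signal: Intracellular calcium via Fluo-8 fluorescence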
CRFBP-R2 agonist: agonists of human CRF-binding protein/CRF-R2 receptor complex; HEK293 CRF-R2/CRF-BP, calcium dye fluorescence (FLIPR); percent of saturating CRF peptide response; hit rate 0.46% among 350,000; AID 588473; activation, % at 13.2 µM;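 active = activation of at least 50%, plus an integration ratio under a set limit after plate pattern correction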;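 also: plate controls were neutral control wells without compound for no effect and CRF at EC100 for full effect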
CHRM4 agonist: agonists of human muscarinic M4 receptor (CHRM4); P08173; AID 624127; CHO-K1 hM4/Gqi5, Fluo-8 calcium fluorescence; vehicle 0%, full acetylcholine response 100%; hit rate 0.14% among 360,000; activation, % at 3 µM;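 active = activation above the run mean over all test wells plus 3 SD, cut at about 32% in these data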;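 also: peak over basal fluorescence ratio per well then scaled between controls; 0% = DMSO wells and 100% = acetylcholine at EC100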
CHRM5 agonist: CHRM5 agonism in calcium assay | P08912 | CHO-K1 hM5 cells, Fluo-8 calcium fluorescence; 0% DMSO wells, 100% maximal acetylcholine response | activation, % at 3 µM | hit rate 0.19% among 360,000 | AID 624037;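 active = activation above the run's mean over test compounds plus 3 SD, cut at about 23% in these data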;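 also: signal is peak over basal fluorescence ratio across the kinetic read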
M4 antag: CHRM4 antagonism in calcium assay. inhibition, % at 3 µM. hit rate 0.73% among 360,000. P08173. CHO-hM4 cells, ACh EC80, Fluo-8 calcium fluorescence. AID 624125;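 active = inhibition above its plate's cutoff, the mean inhibition of sample wells plus 3 SD, cut at about 27% in these data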;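 also: 0% = acetylcholine EC80 with DMSO and 100% = DMSO without agonist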
* hit, by the source's call.

CCCCN1C(=O)C(CC(=O)NC(c2ccccc2)c2ccccc2)CC(C(=O)N2CCCCCC2)=C1C (configuration not stated) was read as M4 PAM 10, CHRM5 antagonist -7, M5 PAM 0, CHRM4 agonist 1, CHRM5 agonist 0 and M4 antag -10.
Cc1cc2oc(=O)cc(-c3cc4ccccc4o3)c2cc1O was read as IDE cell inh 1, M4 PAM -7, CHRM5 antagonist 12, CRFBP-R2 block -8, M5 PAM -9, CRFBP-R2 agonist 0.7, CHRM4 agonist 8, CHRM5 agonist 1 and M4 antag 5.
Screening COc1cccc(C2c3cc4c(cc3OC(C)(N3CCCC3)C2C)OCO4)c1O (configuration not stated) returned M4 PAM 7, CHRM5 antagonist -3, CRFBP-R2 block -5, M5 PAM -1, CRFBP-R2 agonist 0.6, CHRM4 agonist 8, CHRM5 agonist 1 and M4 antag -7.
Screening CCCCn1nnnc1C(c1cc2ccccc2o1)N1CCCC1 (configuration not stated) returned M4 PAM -5, CHRM5 antagonist 3, M5 PAM 1, CHRM4 agonist -2, CHRM5 agonist -3 and M4 antag 7.
COc1ccc(N2CCN(C(=O)COC(=O)c3ccc(OC(F)F)cc3)CC2)cc1 was read as IDE cell inh 0, M4 PAM 8, CHRM5 antagonist -4, CRFBP-R2 block 14, M5 PAM 2, CRFBP-R2 agonist -0.1, CHRM4 agonist 1, CHRM5 agonist 1 and M4 antag -5.
For CCOC(=O)c1c(CN(CC)CC)oc2ccc(OC)cc12 the results were IDE cell inh 3, M4 PAM 5, CHRM5 antagonist 1, CRFBP-R2 block -6, M5 PAM 1, CRFBP-R2 agonist 7.2, CHRM4 agonist 2, CHRM5 agonist -8 and M4 antag -3.
`CC(C)N1C/C(=C/c2ccsc2)C(=O)/C(=C/c2ccsc2)C1` gave IDE cell inh 1, M4 PAM 15, CHRM5 antagonist 4, CRFBP-R2 block -38, M5 PAM 0, CRFBP-R2 agonist 1.3, CHRM4 agonist 1, CHRM5 agonist -3 and M4 antag -3.
Screening COc1ccccc1OCC(=O)Nc1ccc(S(=O)(=O)N2CCN(C)CC2)cc1 returned IDE cell inh 4, M4 PAM 5, CHRM5 antagonist -7, CRFBP-R2 block -6, M5 PAM 9, CRFBP-R2 agonist 10, CHRM4 agonist 1, CHRM5 agonist 2 and M4 antag -9.
O=C(COC(=O)c1ccc2c(c1)C(=O)N(Cc1ccncc1)C2=O)Nc1cccc2ccccc12 was read as IDE cell inh -1, M4 PAM 9, CHRM5 antagonist 4, CRFBP-R2 block -36, M5 PAM -6, CRFBP-R2 agonist -2.0, CHRM4 agonist 1, CHRM5 agonist 2 and M4 antag -2.
Screening CC1(C)CC(=O)C(C=NCCN2CCN(C3CC(=O)N(c4cccc(Br)c4)C3=O)CC2)=C(O)C1 (configuration not stated) returned IDE cell inh 2, M4 PAM -7, CHRM5 antagonist 12, CRFBP-R2 block -4, M5 PAM -9, CRFBP-R2 agonist -0.7, CHRM4 agonist 10, CHRM5 agonist 8 and M4 antag -10.

2 entries drawn at random from those above, as already listed:
COc1ccc(N2CCN(C(=O)COC(=O)c3ccc(OC(F)F)cc3)CC2)cc1 was read as IDE cell inh 0, M4 PAM 8, CHRM5 antagonist -4, CRFBP-R2 block 14, M5 PAM 2, CRFBP-R2 agonist -0.1, CHRM4 agonist 1, CHRM5 agonist 1 and M4 antag -5.
CCCCN1C(=O)C(CC(=O)NC(c2ccccc2)c2ccccc2)CC(C(=O)N2CCCCCC2)=C1C (configuration not stated) was read as M4 PAM 10, CHRM5 antagonist -7, M5 PAM 0, CHRM4 agonist 1, CHRM5 agonist 0 and M4 antag -10.

Other structures.
COc1ccc(/C=C/C(=O)O)cc1S(=O)(=O)NCc1ccco1 was read as IDE cell inh -1, M4 PAM 0, CHRM5 antagonist -1, CRFBP-R2 block -6, M5 PAM 25*, CRFBP-R2 agonist -0.6, CHRM4 agonist 0, CHRM5 agonist 8 and M4 antag 2.
`CCOC(=O)c1c(C)[nH]c(C(=O)OCC(=O)Nc2sccc2C(N)=O)c1C` gave IDE cell inh 2, M4 PAM -11, CHRM5 antagonist 6, CRFBP-R2 block -4, M5 PAM -20, CRFBP-R2 agonist 0.7, CHRM4 agonist 19, CHRM5 agonist 0 and M4 antag 13.
Screening O=C(c1ccccc1)n1ccc(-c2cnc(-c3ccccc3)s2)n1 returned IDE cell inh -1, M4 PAM 12, CHRM5 antagonist 1, CRFBP-R2 block -23, M5 PAM 0, CRFBP-R2 agonist 1.4, CHRM4 agonist 3, CHRM5 agonist -1 and M4 antag 3.
`Cc1cccc(C(=O)NCc2nnc(SCC(=O)NC3CCCC3)n2C)c1` gave IDE cell inh 0, M4 PAM 8, CHRM5 antagonist 5, CRFBP-R2 block 1, M5 PAM 6, CRFBP-R2 agonist 0.3, CHRM4 agonist 2, CHRM5 agonist -4 and M4 antag -12.
For FC(F)(F)COc1nc(OCC(F)(F)F)nc(N2CCN(c3ccccc3)CC2)n1 the results were IDE cell inh -6, M4 PAM 0, CHRM5 antagonist -1, CRFBP-R2 block -3, M5 PAM -2, CRFBP-R2 agonist -0.2, CHRM4 agonist -2, CHRM5 agonist -3 and M4 antag -1.
For CN(CC(=O)Nc1ccc(C(N)=O)cc1)CC(=O)Nc1ccccc1Br the results were IDE cell inh 6, M4 PAM -13, CHRM5 antagonist -9, CRFBP-R2 block 10, M5 PAM -1, CRFBP-R2 agonist 0.2, CHRM4 agonist 3, CHRM5 agonist 6 and M4 antag 0.
`COc1ccc(Cc2nnc(SCC(=O)Nc3ccccc3)[nH]c2=O)cc1` gave IDE cell inh -1, M4 PAM 4, CHRM5 antagonist 3, CRFBP-R2 block 5, M5 PAM -1, CRFBP-R2 agonist 3.4, CHRM4 agonist -1, CHRM5 agonist -1 and M4 antag -2.
`CC(C)C[C@H]1CNC(=S)N1CC1CCN(CC2CCC(C(C)(C)C)CC2)CC1` (some centres not stated) gave M4 PAM -17, CHRM5 antagonist 35*, CRFBP-R2 block -22, M5 PAM -20, CRFBP-R2 agonist 0.9, CHRM4 agonist 4, CHRM5 agonist -3 and M4 antag 50*.
Cc1nnc(SCc2cc(=O)oc3cc(O)ccc23)n1Cc1ccccc1 was read as IDE cell inh -2, M4 PAM 3, CHRM5 antagonist -4, CRFBP-R2 block -12, M5 PAM 3, CRFBP-R2 agonist 1.2, CHRM4 agonist -1, CHRM5 agonist 2 and M4 antag 1.
`Cc1nnc(SC(C(=O)Nc2ccc(Cl)c([N+](=O)[O-])c2)c2ccccc2)[nH]c1=O` (configuration not stated) gave IDE cell inh -2, M4 PAM 9, CHRM5 antagonist 4, CRFBP-R2 block -5, M5 PAM 8, CRFBP-R2 agonist -0.5, CHRM4 agonist 1, CHRM5 agonist 3 and M4 antag -2.

Gathered by group: the entries above containing a thiophene ring, fused or not (2)
`CC(C)N1C/C(=C/c2ccsc2)C(=O)/C(=C/c2ccsc2)C1` gave IDE cell inh 1, M4 PAM 15, CHRM5 antagonist 4, CRFBP-R2 block -38, M5 PAM 0, CRFBP-R2 agonist 1.3, CHRM4 agonist 1, CHRM5 agonist -3 and M4 antag -3.
`CCOC(=O)c1c(C)[nH]c(C(=O)OCC(=O)Nc2sccc2C(N)=O)c1C` gave IDE cell inh 2, M4 PAM -11, CHRM5 antagonist 6, CRFBP-R2 block -4, M5 PAM -20, CRFBP-R2 agonist 0.7, CHRM4 agonist 19, CHRM5 agonist 0 and M4 antag 13.

(further entries)
`O=C(COc1ccccc1)Nc1cc(NC(=O)COc2ccccc2)cc(C(=O)O)c1` gave IDE cell inh 5, M4 PAM 2, CHRM5 antagonist -18, CRFBP-R2 block 11, M5 PAM 4, CRFBP-R2 agonist 0.1, CHRM4 agonist 1, CHRM5 agonist 2 and M4 antag -1.
Nc1nnc2cc(Cl)ccc2n1 was read as M4 PAM 10, CHRM5 antagonist 5, CRFBP-R2 block 0, M5 PAM -3, CRFBP-R2 agonist -2.1, CHRM4 agonist 1, CHRM5 agonist 5 and M4 antag -7.
Cc1cc(C)c2cc(CN(Cc3nnnn3C3CCCCC3)CC3CCCO3)c(=O)[nH]c2c1 (configuration not stated) was read as IDE cell inh -3, M4 PAM -4, CHRM5 antagonist 1, CRFBP-R2 block -10, M5 PAM -8, CRFBP-R2 agonist 1.3, CHRM4 agonist 1, CHRM5 agonist 6 and M4 antag -5.
O=C(O)c1ccc(NC(=O)c2cn(-c3ccccc3)nc2-c2cccc(Cl)c2)cc1 was read as IDE cell inh -1, M4 PAM -5, CHRM5 antagonist 5, CRFBP-R2 block 26, M5 PAM -3, CRFBP-R2 agonist -0.2, CHRM4 agonist 2, CHRM5 agonist -2 and M4 antag 9.
For COc1ccc(CCNC(=O)C2CC(=O)N(c3ccc(C)cc3)C2)cc1 (configuration not stated) the results were IDE cell inh -6, M4 PAM 4, CHRM5 antagonist 10, CRFBP-R2 block -1, M5 PAM 1, CRFBP-R2 agonist -1.0, CHRM4 agonist 0, CHRM5 agonist -3 and M4 antag -13.
COc1ccc(NC(=O)C2CC(=O)NC3=C2C(=O)CC(C)(C)C3)cc1 (configuration not stated) was read as IDE cell inh 2, M4 PAM 4, CHRM5 antagonist 4, CRFBP-R2 block -12, M5 PAM -1, CRFBP-R2 agonist 0.0, CHRM4 agonist 1, CHRM5 agonist -2 and M4 antag 1.
For Cc1ccc2nc(Cn3cc(C(F)(F)F)cc(Cl)c3=O)cc(=O)n2c1 the results were IDE cell inh -2, M4 PAM -3, CHRM5 antagonist 14, CRFBP-R2 block -4, M5 PAM 5, CRFBP-R2 agonist -1.0, CHRM4 agonist 0, CHRM5 agonist 1 and M4 antag -6.
`COc1ccc(OC)c(S(=O)(=O)N2CCCC(C(=O)NCCN3CCOCC3)C2)c1` (configuration not stated) gave IDE cell inh -16, M4 PAM 5, CHRM5 antagonist 13, CRFBP-R2 block -3, M5 PAM -1, CRFBP-R2 agonist -0.1, CHRM4 agonist 1, CHRM5 agonist -2 and M4 antag -12.
Screening O=C(NC1CCCCC1)C1c2ccccc2OCC(=O)N1C1CC1 (configuration not stated) returned M4 PAM 7, CHRM5 antagonist -8, M5 PAM 5, CHRM4 agonist 0, CHRM5 agonist -7 and M4 antag -2.
COc1ccc(CCn2c(=N)c(S(=O)(=O)c3ccccc3)cc3c(=O)n4ccccc4nc32)cc1 was read as IDE cell inh 1, M4 PAM 6, CHRM5 antagonist 5, CRFBP-R2 block -12, M5 PAM 3, CRFBP-R2 agonist 18, CHRM4 agonist 1, CHRM5 agonist -2 and M4 antag -10.
Screening CCOC(=O)[C@@H](NC(=O)CC[C@H]1O[C@@H](n2ccc(=O)[nH]c2=O)[C@H](O)[C@@H]1O)C(C)C returned M4 PAM 2, CHRM5 antagonist 9, M5 PAM 6, CHRM4 agonist 0, CHRM5 agonist 2 and M4 antag 0.
CC1(Cc2ccc3c(c2)OCO3)C(=O)Nc2c(Cl)ccc(Cl)c21 (configuration not stated) was read as M4 PAM -5, CHRM5 antagonist 1, M5 PAM -7, CHRM4 agonist -2, CHRM5 agonist -3 and M4 antag 3.
